Source: PubChem (several laboratories)
TRAIL sens C8 = viability loss with TRAIL in NB7+C8 cells, primary screen, TRAIL sensitizer project, cell-based, ATPlite luminescence; inhibition (viability loss, TRAIL sensitization), % at 10 µM; actives 1% (n = 360,000);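 active = compounds causing at least 50% loss of cell viability in the single-dose screen, relative to plate controls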
KKLEB cytotox = cytotoxicity in KKLEB CF airway cells, primary screen, cytotoxicity control for CF NF-kB inhibitor project, cell-based, uHTS, fluorescence assay plates | actives 0.36% (n = 360,000) | AID 602141, 2011 | KKLEB CF airway cells viability, ATPlite luminescence, overnight; active compounds read low; cells stimulated with P. aeruginosa culture filtrate | activity change (cytotoxicity), % at 5 µM;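 active = corrected activity change at or below -50% at 5 µM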
Peg3 promoter = Peg3 promoter-driven luciferase inhibitors, primary screen, cell-based, HeLa, luciferase luminescence; HeLa PEG-Prom luciferase reporter, overnight; inhibition, % at 20 µM; actives 1.7% (n = 360,000);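 active = inhibition of at least 50% at 20 µM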
CF NFkB inh = inhibitors of PAF-induced NF-kB signaling, primary screen, cell-based, GFP fluorescence, uHTS | KKLEB NF-kB-GFP reporter, GFP fluorescence overnight | AID 588850, 2011 | actives 0.86% (n = 360,000) | inhibition, % at 5 µM;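 active = at least 50% inhibition at 5 µM, scaled per plate between neutral and stimulator controls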;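 note: PAF is a Pseudomonas aeruginosa culture filtrate used as stimulus; plate controls were PAF-stimulated DMSO wells for no effect and unstimulated DMSO wells for full effect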
NR2E3 ag-1 = NR2E3 agonists in two-hybrid cells, primary screen, cell-based, luminescence, CHO-S, Gal4-NCOR/VP16-NR2E3 | Photoreceptor-specific nuclear receptor (Homo sapiens), Q9Y5X4 | luciferase | inhibition of corepressor binding, % at 3.98 µM | actives 0.35% (n = 360,000) | AID 602229, 2012;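 active = inhibition above the mean of all tested compounds plus 3 SD, cut at about 70% in these data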;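 note: 0% = DMSO with NR2E3 transfected cells and 100% = cells lacking NR2E3 construct; higher means lower luciferase signal from less NR2E3 corepressor binding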
Target sequence (Q9Y5X4 whole entry, looked up, the tested form may be a part): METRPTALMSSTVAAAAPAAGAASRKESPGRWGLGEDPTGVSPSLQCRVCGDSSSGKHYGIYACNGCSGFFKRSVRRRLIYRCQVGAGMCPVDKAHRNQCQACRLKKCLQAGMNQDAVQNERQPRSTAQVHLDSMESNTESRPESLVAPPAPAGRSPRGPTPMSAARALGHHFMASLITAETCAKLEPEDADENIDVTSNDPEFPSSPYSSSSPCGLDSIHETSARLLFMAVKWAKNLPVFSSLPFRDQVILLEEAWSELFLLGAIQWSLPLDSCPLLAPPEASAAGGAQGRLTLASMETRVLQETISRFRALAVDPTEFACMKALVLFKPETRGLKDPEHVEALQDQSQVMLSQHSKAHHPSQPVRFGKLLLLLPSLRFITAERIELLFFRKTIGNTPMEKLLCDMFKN
TROY NFkB inh = inhibitors of TROY-driven NF-kB signaling, primary screen, Q293 LMP1-TROYcd cells, NF-kB luciferase, uHTS | Q293 LMP1-TROYcd NF-kB luciferase reporter, 4 h | inhibition, % at 10 µM | actives 0.98% (n = 360,000);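 active = compounds whose plate-normalised and pattern-corrected inhibition of the luciferase reporter signal at the single screening dose is 50% or more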
TWEAK-Fn14 inh = inhibitors of TWEAK-Fn14 signaling, primary screen, luciferase reporter cells, uHTS | TWEAK-stimulated Fn14 reporter cells, luciferase luminescence, 8 h | inhibition, % at 10 µM | actives 2% (n = 360,000) | AID 1159606, 2016; in the data active = inhibition above about 50%
HIF-2a inh = HIF-2a reporter inhibitors, primary screen, luminescence, 786-0 RCC cells. 786-0 RCC cells HIF-2a reporter, luciferase luminescence, overnight. inhibition, % at 18.8 µM. actives 0.72% (n = 360,000);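 active = inhibition of the luminescence signal of 40% or more relative to plate controls, in a single-dose primary screen at 18.75 µM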
NR2E3 ag-2 = inhibitors of NR2E3-RetCOR corepressor binding, primary screen, NR2E3 agonist project, biochemical, TR-FRET, GST-NR2E3, biotin-RetCOR | AID 2300, 2010 | inhibition of corepressor binding, % at 4.78 µM | actives 0.12% (n = 320,000) | 1536-well;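 active = percent inhibition above the cutoff of mean plus 3 SD of all tested compounds, set per screening campaign, cut at about 20% in these data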;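 note: 0% = DMSO wells and 100% = biotin wells as full block of FRET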
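Test system: GST-NR2E3 and biotin-RetCOR proteins | Quantity: 1.35 nM GST-tagged NR2E3 final | Medium: Tris pH 7.5 | Also added: 7 nM biotin-RetCOR | Dosing: Compound at 4.8 µM, single dose | Timing: 5 h at 4 °C | Detection: Time-resolved FRET | Read-out basis: Percent inhibition | Benchmarks: Biotin wells as high control, 0.6% DMSO wells as low control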
Shn3 3UTR inh = reduction of Shn3 3'UTR firefly luciferase signal, primary screen, Schnurri-3 inhibitor project, cell-based, Clone20 osteoblasts, set 2; Clone20 osteoblast Shn3 3'UTR firefly luciferase, 24 h; inhibition, % at 12.5 µM; actives 0.52% (n = 360,000); AID 588674, 2011;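 active = mean inhibition of at least 75% with every replicate also reaching 75%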;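 note: 0% = median of neutral control wells and 100% = pilot-screen positive control compound; some compounds past the cut are filed as inactive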
MITF TRPM1 inh = inhibitors of MITF-dependent TRPM1 promoter reporter, primary screen, cell-based, SK-MEL-5, single point, luciferase | SK-MEL-5 TRPM1 promoter luciferase, 24 h | AID 488899, 2010 | inhibition, % at 12.5 µM | actives 0.83% (n = 330,000);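 active = mean inhibition across replicates of 60% or more, whatever share of single replicates reaches that level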; note: values of inactives mirror those of a sister screen read the other way
* hit, by the source's call; . = no result given.

No.	compound	TRAIL sens C8	KKLEB cytotox	Peg3 promoter	CF NFkB inh	NR2E3 ag-1	TROY NFkB inh	TWEAK-Fn14 inh	HIF-2a inh	NR2E3 ag-2	Shn3 3UTR inh	MITF TRPM1 inh
1	COc1ccc(C(CNC(=O)CCNS(=O)(=O)c2ccc(Br)cc2)N2CCOCC2)cc1 (stereo not given)	-8	-8	22	17	-19	-13	12	7	.	6	3
2	Nc1nnnn1/N=C/C=C/c1ccccc1	-4	-10	-89	14	-40	-30	-21	-106	-1	-18	-13
3	CC(C)NC(=O)c1onc(CSc2ccc(F)c(F)c2)c1C(=O)O	6	5	0	-2	-20	4	-2	18	2	-23	-10
4	COP(=O)(OC)C(NC(=O)Nc1ccccc1)c1ccccc1 (stereo not given)	6	1	5	-2	7	1	-3	16	-2	3	2
5	COc1ccc(S(=O)(=O)N2CCCCC2)cc1NC(=O)c1ccc(=O)[nH]c1	-11	-2	13	-5	-11	14	-2	19	4	-3	-3
6	COc1ccccc1NC(=S)NC(NC(=O)CC(C)C)C(Cl)(Cl)Cl (stereo not given)	-2	-18	17	10	-3	25	8	18	-1	-7	4
7	CCCCC[C@H](O)/C=C/[C@@H]1[C@@H](C/C=C\CCCC(=O)O)[C@H]2CO[C@@H]1C2	-3	23	-22	12	-6	-27	-23	14	6	-5	-29
8	Cc1cc(C)n2nc(C(=O)N3CCOCC3)nc2n1	1	-2	10	-14	-31	-14	6	-1	0	-4	-1
9	Cc1nn(-c2ccccc2)c(C)c1/C=N/NC(=O)CSc1nnc(SCc2ccccc2Cl)s1	2	-4	-161	7	-22	-38	27	-184	2	-41	-47
10	CC1(C)NC(=O)N(CC(O)COc2ccccc2[N+](=O)[O-])C1=O (stereo not given)	-4	-5	5	9	-5	-5	-7	0	3	-4	-11
11	CC(CN1CCOCC1)OC(=O)C(C)(c1ccccc1)c1ccccc1 (stereo not given)	1	1	17	-1	-7	-25	-18	12	0	-8	6
12	CCOC(=O)Cc1csc(NC(=O)c2sc3nc4cc(C)ccc4cc3c2N)n1	24	9	-25	-27	-28	-34	10	12	7	-8	-9
13	Cn1c(=O)n(CC(=O)Nc2ccccc2)c2ccccc21	6	-15	-7	10	-20	-9	0	7	-2	-23	3
14	CC(C)O/N=C1\C(=O)N(c2ccccc2)c2ccccc21	-7	5	-6	8	4	10	2	0	1	28	-3
15	C[C@@H]1CN([C@@H](C)CO)S(=O)(=O)c2ccc(C#Cc3cccc(F)c3)cc2O[C@H]1CN(C)S(=O)(=O)c1cn(C)cn1	5	-22	34	21	-18	22	21	-2	.	19	.
16	CC(C)(C)c1ccc(-c2nn(CCC#N)cc2/C=N/O)cc1	2	3	10	-1	13	18	15	5	-1	-15	0
17	CCOC(=O)C1CCCN(C(=O)c2sc3nc(-c4ccc(F)cc4)cn3c2C)C1 (stereo not given)	2	0	-10	-2	-21	21	27	-8	0	1	-1
18	CCOc1ccc(NC(=O)Cc2ccccc2)c([N+](=O)[O-])c1	-4	-6	-68	11	-28	-10	3	-61	4	-18	5
19	Cc1onc(-c2ccccc2)c1C(=O)OCCOc1ccccc1F	9	-4	-43	-4	-16	-3	9	-46	-1	11	-22
20	COc1ccc(NC(=O)C(Cc2ccccc2)NC(=O)c2ccco2)cc1OC (stereo not given)	11	7	6	-1	-45	-11	4	9	0	2	1
21	NC(=O)c1ccc(NCC2CCCO2)c([N+](=O)[O-])c1 (stereo not given)	5	-3	-32	-2	6	-8	7	-10	-1	-4	12
22	Cc1ccc(C2=NOC(=O)/C2=C\c2ccccc2)cc1	7	-1	11	13	4	-31	-7	16	-1	3	-4
23	Cc1ccc(S(=O)(=O)N2CCCCC2)cc1NC(=O)CSc1nncn1-c1ccccc1	3	-6	12	10	13	18	-8	14	1	2	9
24	CC(C)(C)OC(=O)NCCCCCNC(=O)c1[nH]cnc1C(=O)Nc1ccon1	15	5	-13	-8	5	-7	17	-24	1	-23	-12
25	NC(=O)/C(=C\c1ccco1)NC(=O)c1ccco1	-22	-15	-16	0	-25	34	33	-15	.	-15	.
26	Cc1cc(C(=O)CSc2nnc(N)s2)c(C)n1C1CC1	-32	9	-197	3	-49	10	5	-185	2	-24	-44
27	Cc1ccc(Nc2nnc(SCC(=O)c3ccc(O)cc3O)s2)cc1	10	2	-37	-12	-30	33	-8	-59	1	2	0
28	CCc1ccc(C2C(=O)c3ccccc3C2=O)cc1	28	-3	-194	-17	-31	-13	-16	-261	3	.	-31
29	Cn1ccnc1CC(C)(O)c1ccccc1 (stereo not given)	12	-8	-2	8	-1	-2	6	14	.	2	.
30	O=C(Nc1ccccc1C(F)(F)F)C1CCN(C(=O)c2cccs2)CC1	-4	4	10	1	-14	10	15	13	5	-2	2
31	CC(C)c1ccc(NC(=O)COC(=O)c2nn(C)c(=O)c3ccccc23)cc1	0	2	-15	27	2	12	-6	-31	.	-3	.
32	COc1cc(/C=N/NC(=O)c2ccc(CN3C(=O)c4cccc5cccc3c45)cc2)cc(OC)c1O	0	5	23	-7	-3	23	32	11	1	8	-5
33	CN(C)S(=O)(=O)c1cccc(-c2nnc3n2CCCCC3)c1	0	20	1	-19	-13	-15	7	13	0	-10	16
34	CCCC12C(=O)C(C)(C(c3ccccc3)=C1c1ccccc1)C1C(=O)N(c3ccc(C)cc3)C(=O)C12 (stereo not given)	25	-3	-4	12	-1	39	28	11	-3	72	-11
35	Cc1nn(C)c(=O)n1-c1ccc(OCc2ccccc2)cc1	-2	-9	-134	10	-16	-59	-10	-115	0	-45	-43
36	COc1ccccc1CNC(=O)Cn1cc([N+](=O)[O-])ccc1=O	5	14	5	19	-5	2	-5	-10	3	5	-4
37	Cc1ccc(CN2C(=O)C(=O)N(CC(N)=O)C2=O)cc1	4	10	-9	-15	15	-14	7	8	1	9	-4
38	Cc1ccc(NC(=O)N2C3CCCC2CC(NC(=O)C2CC2)C3)cc1 (stereo not given)	-11	5	-15	7	-16	3	11	-4	5	5	-2
39	CC(=O)N1CCc2cc(S(=O)(=O)NCCC(=O)NCCc3ccc(C)cc3)ccc21	-4	1	3	-2	6	12	13	24	-5	54	4
40	Cc1cc2nc(/C=C/c3cccnc3)[nH]c2cc1C	36	-12	-323	-6	-114	-23	-11	-269	.	-106	-27
41	CC(C)C(=O)Nc1cccc(C(=O)Nc2ccc(S(=O)(=O)N3CCOCC3)cc2)c1	0	-11	22	7	-28	14	-26	17	-1	0	11
42	Cc1ccc([N+](=O)[O-])cc1NC(=O)C1CCCC1	6	15	-2	2	-32	10	19	8	-4	12	1
43	CN1CCN(c2ccc(NC(=O)c3ccc4c(c3)OCCO4)cc2Cl)CC1	42	2	-199	15	-104	22	18	-151	3	-12	-46
44	CCn1cc(/C=C2/SC(=S)NC2=O)c(C)n1	8	-7	0	13	-2	8	15	11	1	-4	13
45	CCN(CC)S(=O)(=O)c1ccc(NC2CCN(Cc3ccccc3)CC2)nc1	8	8	14	19	-18	-10	5	15	4	-6	3
46	CCOc1ccc(NC(=O)CSc2nnc(Cc3ccccc3)c(=O)n2N)cc1	1	2	6	-11	22	-11	4	-3	-1	-2	-6
47	Cc1ccc(C(=O)C(c2ccccc2)N2Cc3ccccc3C2=N)cc1 (stereo not given)	10	-9	36	8	0	19	20	-31	4	75	1
48	Nc1ccc(Sc2ccccc2)nc1	1	6	-10	-25	-11	-10	-12	-7	-1	0	5
49	Cc1onc(-c2ccccc2)c1C(=O)Nc1nnc(N2CCCCCC2)s1	-6	10	-2	-33	-5	-13	-17	16	2	10	-11
50	COc1ccc(/C(C)=N/Nc2cccc(C(=O)O)c2)cc1OC	2	-2	-137	14	-108	-69	-11	-136	-3	-24	-6

Next records
No.	compound	TRAIL sens C8	KKLEB cytotox	Peg3 promoter	CF NFkB inh	NR2E3 ag-1	TROY NFkB inh	TWEAK-Fn14 inh	HIF-2a inh	NR2E3 ag-2	Shn3 3UTR inh	MITF TRPM1 inh
51	O=C(NC1CCCCC1)c1cc(S(=O)(=O)N2CCCC2)ccc1Cl	-9	3	0	-1	-26	13	17	9	-1	11	12
52	CC1C/C(=C/c2cccn2C)C(=O)/C(=C/c2cccn2C)C1 (stereo not given)	-12	6	-18	-53	-11	-11	15	-49	2	-22	8
53	COc1ccc(N2CCN(C(=O)Cn3cnc4c3c(=O)n(C)c(=O)n4C)CC2)cc1	5	-3	8	-14	-6	-19	7	19	-2	4	-7
54	Cc1ccc(C)c(NC(=O)NCCN2CCCCC2)c1	-20	16	8	-8	15	22	-4	15	.	3	3
55	CC1CN(C(=O)Nc2ccc(Br)cc2Cl)CC(C)O1 (stereo not given)	-6	6	2	12	11	4	14	16	0	6	3
56	COc1cc(/C=N/NC(=O)c2cccc(S(=O)(=O)N3CCCC3)c2)cc(OC)c1O	-7	-18	1	24	-21	-14	-2	13	-1	-5	1
57	COc1ccc(Nc2nc(-c3cccs3)nc3ccccc23)cc1S(=O)(=O)N1CCOCC1	18	-36	55*	90*	6	27	97*	-83	1	43	6
58	CCN(c1ccccc1)S(=O)(=O)c1ccc(C(=O)NCCCn2ccnc2)cc1	0	7	14	8	-15	7	9	7	3	-6	-8
59	O=[N+]([O-])c1ccc(Sc2ccccc2)nc1	0	4	-6	10	-4	0	18	-11	-1	-18	0
60	Cc1ccc(-c2onc(C)c2C)cc1S(=O)(=O)N1CCOc2ccccc21	40	-6	52*	-4	-16	44	64*	14	1	55	11
61	COc1ccc(C(=O)OCCc2sc[n+](CC(=O)c3ccccc3)c2C)cc1	13	1	-26	-8	-27	-39	19	-31	-3	4	-2
62	CC(Sc1nc2cc([N+](=O)[O-])ccc2n1-c1ccc(F)cc1)C(=O)NCc1ccc2c(c1)OCO2 (stereo not given)	5	10	24	-32	-5	-2	-16	12	3	18	-1
63	CCOC(=O)CSC1=C(C#N)C(c2ccc(C)o2)CC(=O)N1 (stereo not given)	8	-17	-19	36	-3	-9	11	25	-1	6	28
64	O=C(O)c1cccc(Nc2nc3ccccc3nc2NS(=O)(=O)c2ccc(F)cc2)c1	-2	12	3	-2	-7	21	13	5	.	-22	-8
65	CCON1C(=O)C2(CCCCC2)C(=O)C12C=CCCC2 (stereo not given)	4	12	-3	-8	11	-4	9	1	.	-15	1

Not all compounds are listed. The share of hits here may be higher or lower than overall.
